# OX1R antag-1 – OX1R (HCRTR1) antagonists, primary screen, fluorescence, CHO/OX1R cells, Fluo-8 calcium, orexin A; inhibition, % at 5 µM; 0.43% of 330,000 active; Fluo-8 calcium fluorescence; AID 434989, 2010;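 active = inhibition above its plate's threshold, mean inhibition of all tested compounds on the plate plus 3 SD, cut at about 37% in these data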;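 also: 0% = orexin A challenge wells and 100% = SB-334867-A antagonist wells; not every result past the cut was called active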
# Target sequence (O43613 whole entry, looked up): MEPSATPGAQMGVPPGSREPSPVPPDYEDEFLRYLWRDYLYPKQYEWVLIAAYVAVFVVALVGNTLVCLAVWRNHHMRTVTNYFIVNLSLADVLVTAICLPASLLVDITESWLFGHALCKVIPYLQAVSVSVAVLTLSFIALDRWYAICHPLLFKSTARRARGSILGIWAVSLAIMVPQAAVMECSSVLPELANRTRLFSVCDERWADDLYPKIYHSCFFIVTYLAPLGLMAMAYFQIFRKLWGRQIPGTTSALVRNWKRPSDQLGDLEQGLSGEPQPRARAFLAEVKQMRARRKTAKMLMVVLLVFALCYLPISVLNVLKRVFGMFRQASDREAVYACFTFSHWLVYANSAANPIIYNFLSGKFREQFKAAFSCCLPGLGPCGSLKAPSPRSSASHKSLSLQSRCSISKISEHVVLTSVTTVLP
# OX1R antag-2 – antagonists of human orexin 1 receptor (OX1R); Orexin/Hypocretin receptor type 1 (Homo sapiens), O43613; OX1R-expressing cells, FRET antagonist read-out; inhibition, % at 6.6 µM; 1.8% of 330,000 active; AID 485270, 2010; in the data active = inhibition mostly above about 38%, no sharp cut-off; inactive = mostly below about 40%;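 also: 0% = agonist challenge alone and 100% = reference antagonist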
# STK33 kinase inh – inhibitors of purified STK33 kinase, primary screen, biochemical, ADP-Glo luminescence, homogeneous, cell-free. 0.073% of 320,000 active. AID 2661, 2010. Serine/threonine-protein kinase 33 (Homo sapiens), Q9BYT3. MBP phosphorylation. inhibition, % at 10 µM;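 active = inhibition at or above 25%, using the most active replicate where run in duplicate; inactive = inhibition below 25%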
# Target sequence (Q9BYT3 whole entry, looked up): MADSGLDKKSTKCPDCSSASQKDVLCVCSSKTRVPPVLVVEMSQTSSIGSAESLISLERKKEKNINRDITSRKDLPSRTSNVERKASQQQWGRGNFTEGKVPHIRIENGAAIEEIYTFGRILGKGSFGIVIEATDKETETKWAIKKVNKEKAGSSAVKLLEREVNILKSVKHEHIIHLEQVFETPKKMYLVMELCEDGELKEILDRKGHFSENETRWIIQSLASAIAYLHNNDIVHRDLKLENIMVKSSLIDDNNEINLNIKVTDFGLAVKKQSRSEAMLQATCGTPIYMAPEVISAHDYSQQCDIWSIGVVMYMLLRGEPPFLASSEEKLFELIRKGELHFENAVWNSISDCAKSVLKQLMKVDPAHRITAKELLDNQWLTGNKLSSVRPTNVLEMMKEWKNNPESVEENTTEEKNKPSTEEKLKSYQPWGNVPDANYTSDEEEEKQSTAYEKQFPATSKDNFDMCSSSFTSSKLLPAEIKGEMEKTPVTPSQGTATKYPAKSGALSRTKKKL
# * = called active by the depositor. Compounds as they come (roughly 2.2% active in at least one column).
no.	smiles	OX1R antag-2	OX1R antag-1	STK33 kinase inh
1	COC(=O)c1ccc(C2NC(=O)c3ccccc3O2)cc1 (stereo not drawn)	3.2	2.4	-2.3
2	COc1ccccc1NS(=O)(=O)c1cc(C(=O)N2CCN(C/C=C/c3ccccc3)CC2)ccc1C	32.9	-4.5	-1.9
3	COc1ccc(C)cc1S(=O)(=O)N(C)CC(=O)NC1CCCCC1	2.8	-17.3	0.2
4	CCn1cc([N+](=O)[O-])c(C(=O)Nc2cc(C)on2)n1	15.3	2.1	1.2
5	COc1ccccc1C(=O)Nc1nc2cc3c(cc2s1)OCCO3	106.1*	39.2	1.0
6	Cc1ncoc1C(=O)NCCC(c1ccccc1)c1ccccc1	22.7	-22.9	-0.3
7	CCCCC(=O)NC(=S)NNC(=O)CC	30.1	-18.3	-1.1
8	CCCCc1nc2cc(C(=O)N3CCN(c4cnccn4)CC3)ccc2o1	3.3	-28.5	0.2
9	CCN(CCNC(=O)CN1CCN(Cc2ccc(Cl)cc2)C1=O)c1ccccc1	41.6	28.4	0.3
10	COc1ccc(-c2nnc(SCCc3ccccc3)n2N)cc1	5.1	-21.2	-1.0
11	COc1ccc(OC)c(Nc2ncnc3c2cnn3-c2ccccc2)c1	18.0	-35.9	0.2
12	NC(c1ccccc1)c1cccnc1 (stereo not drawn)	12.0	-0.8	-1.9

# Complete entries, looked up by structure. Order of screens: OX1R antag-2 | OX1R antag-1 | STK33 kinase inh
# Shown for Cc1ncoc1C(=O)NCCC(c1ccccc1)c1ccccc1 : 22.7 | -22.9 | -0.3
# Shown for CCn1cc([N+](=O)[O-])c(C(=O)Nc2cc(C)on2)n1 : 15.3 | 2.1 | 1.2
# Shown for NC(c1ccccc1)c1cccnc1 (stereo not drawn) : 12.0 | -0.8 | -1.9
# Shown for CCN(CCNC(=O)CN1CCN(Cc2ccc(Cl)cc2)C1=O)c1ccccc1 : 41.6 | 28.4 | 0.3

# The listing continues.
no.	smiles	OX1R antag-2	OX1R antag-1	STK33 kinase inh
13	COc1ccc(S(=O)(=O)N2CCCCC2)cc1NC(=O)CNc1ccc(F)cc1C	4.1	-25.8	1.7
14	COc1ccc(CCn2c(-c3ccncc3)n[nH]c2=S)cc1OC	12.3	-9.0	-0.9
15	CN(C)CCNC(=O)c1cc2ccccc2oc1=O	57.8	-12.7	-0.5
16	CCCN1C(=O)/C(=C/c2ccc(C)o2)NC1=S	11.9	-12.2	0.5
17	CC(C)Cc1cc(C(=O)Nc2sc3c(c2C#N)CCCC3)no1	2.2	-33.2	0.0
18	Cc1nn(CCCNC(=O)C2CCCO2)cc1Br (stereo not drawn)	5.7	-12.3	-1.7
19	Clc1ccc(Nc2ncnc3ccc(Br)cc23)cc1	19.6	-6.4	1.5
20	Cc1ccc(CNC(=O)CSc2ncccn2)cc1	6.6	8.8	-1.7
21	COc1ccc(S(=O)(=O)N2CC3CCCN3c3ccc(C(F)(F)F)cc32)cc1 (stereo not drawn)	3.1	-15.2	-3.8
22	COc1ccc(/C=C/C(=O)NC(=S)Nc2ccc(Br)cn2)cc1	-9.1	-22.7	-0.5
23	CC(/C=N/NC(=O)CCn1nnc2ccccc21)=C\c1ccccc1	11.1	-14.1	-2.0
24	COc1ccc(CC(C)Nc2ccccc2F)cc1 (stereo not drawn)	6.5	-12.3	-1.9
25	O=C(NCC1CCCO1)c1cccc2ccccc12 (stereo not drawn)	8.9	-21.0	0.2
26	Cc1nnc(NC(=O)Cc2cccs2)s1	2.3	3.9	-1.2
27	O=C(/C=C/c1ccccc1)CC(=O)c1ccccc1O	5.9	-28.7	-0.1
28	CN(CC(=O)N1CCN(c2ccccc2F)CC1)S(=O)(=O)c1cnc[nH]1	8.2	-5.3	0.1
29	COc1cc2c(cc1OC)C(C(=O)NCc1cccnc1)C(c1cccnc1)N(C)C2=O (stereo not drawn)	7.5	-1.4	-0.7
30	CCOC(=O)[C@H]1[C@H]2COc3ccc(C)cc3[C@@H]2N2C(=O)CN(Cc3ccc(F)cc3)C(=O)[C@@]12C	2.0	-22.5	-0.5
31	CCN(CC(=O)Nc1ccc(OC)cc1)C(=O)c1ccc2[nH]c3c(c2c1)CC(C)CC3 (stereo not drawn)	10.0	6.2	-1.1
32	CCCCCC(C)n1[nH]c(=O)cc1N (stereo not drawn)	12.3	-16.5	-1.1
33	CSc1cccc(NC(=O)COc2cccc3ccccc23)c1	3.1	23.9	-2.5
34	CCCOc1ccc(C(=O)Nc2ccccc2[N+](=O)[O-])cc1	6.9	-43.4	-1.7
35	Cn1c(CNC(=O)CNC(=O)c2ccccc2)cc(=O)n(C)c1=O	9.5	-7.4	-0.5
36	O=C(NNS(=O)(=O)c1ccccc1[N+](=O)[O-])c1ccncc1	9.9	-13.9	0.4
37	O=C(NNc1cccc(Cl)n1)Nc1ccc(F)cc1	7.3	-27.0	-1.8
38	COc1ccc(NC(=O)/C(C#N)=C\c2cc(C)n(-c3ccc(Oc4ccc([N+](=O)[O-])cn4)cc3)c2C)cc1	17.9	-11.2	0.2
39	CCOC(=O)c1cc([N+](=O)[O-])sc1NC(=O)c1ccc(S(=O)(=O)N2CC3(C)CC2CC(C)(C)C3)cc1 (stereo not drawn)	8.4	-1.6	-1.1
40	O=C(NCCCN1CCCCC1)c1ccc(CS(=O)c2ccc(Cl)cc2)o1 (stereo not drawn)	4.8	-22.9	-1.4
41	Cc1ccc(/C=C/C(=O)OCC(=O)N(CC(C)C)c2c(N)n(Cc3ccccc3)c(=O)[nH]c2=O)o1	12.1	-1.2	-0.2
42	N#Cc1ccc(NC(=O)Cn2cnc([N+](=O)[O-])c2)cc1	18.7	-0.7	-4.0
43	O=C(CC(NC(=O)c1ccccc1)c1ccccc1)Nc1ccc(F)c(F)c1 (stereo not drawn)	19.3	21.2	-0.2
44	CC1=C(C(=O)OCc2ccccc2)C(c2ccccc2Cl)NC(=O)N1CCCCCC(=O)O (stereo not drawn)	22.7	-16.9	0.3
45	Cc1ccc(C(=O)N/C(=C\c2ccc(-c3ccc(Br)cc3)o2)C(=O)NCCCN(C)C)cc1	16.5	-22.9	0.1
46	COc1cccc(CN(CC(=O)NCc2ccccc2)C(=O)c2csnn2)c1	12.1	-43.7	-0.8
47	Cc1cccc(OCCCC(=O)Nc2ccc(S(=O)(=O)Nc3onc(C)c3C)cc2)c1	19.4	-10.9	1.7
48	Cc1cc(C)n(-c2nc(C(F)(F)F)nc3ccccc23)n1	27.1	-24.4	-0.6

# By substructure: those above with an aryl thioether with sulfur outside any ring
no.	smiles	OX1R antag-2	OX1R antag-1	STK33 kinase inh
10	COc1ccc(-c2nnc(SCCc3ccccc3)n2N)cc1	5.1	-21.2	-1.0
20	Cc1ccc(CNC(=O)CSc2ncccn2)cc1	6.6	8.8	-1.7
33	CSc1cccc(NC(=O)COc2cccc3ccccc23)c1	3.1	23.9	-2.5

# Further records:
no.	smiles	OX1R antag-2	OX1R antag-1	STK33 kinase inh
49	COc1cc(OC)cc(-c2c(-c3ccc(F)cc3)c3cc(Br)ccc3n2C)c1	-1.9	-0.8	-3.5
50	CCc1c(C)nc(N)n2c(SCC(=O)Nc3ccccc3)nnc12	7.2	-22.0	-0.2
51	CCN1C(=O)CSC1=Nc1ccc(C(=O)O)cc1	9.1	-9.2	-0.5
52	Cc1cccc(/C(N)=N/OC(=O)Cc2cccs2)c1	10.9	-7.4	-0.9
53	CCCCNC(=O)Nc1ccccc1C(=O)NCc1ccco1	-6.8	0.3	-0.8
54	COc1ccc(S(=O)(=O)NCc2ccco2)cc1N(C)S(=O)(=O)c1ccccc1	28.2	-14.6	0.4
55	O=C(NNC(=O)C1CCN(Cc2cccc(F)c2)CC1)c1cccs1	6.7	-14.9	-1.0
56	CC(C)c1ccccc1NC(=O)COC(=O)COc1ccccc1[N+](=O)[O-]	33.3	-22.3	0.1
57	NC(=O)c1ccccc1OCC(=O)O	12.4	-25.5	-0.2
58	COC(=O)C1=C(C)N(Cc2ccccc2)C(=NCCCOC(C)C)N[C@H]1c1ccccc1	10.8	6.0	-0.3
59	Cc1ccsc1C(=O)N1CCN(S(=O)(=O)c2cccc(F)c2)CC1	21.3	-14.2	-0.8
60	CCOC(=O)c1cc2sc(C)cc2n1CC(=O)N1CCN(C(=O)c2ccco2)CC1	12.5	-13.0	-1.4
61	COc1ccc(Cl)cc1N(C(=O)Nc1cccc(Cl)c1)C1=NCC(C)S1 (stereo not drawn)	5.6	6.1	-1.4
62	CC(NC(=O)c1ccccc1F)c1nnc(SCC(=O)NC2=NCCS2)n1C (stereo not drawn)	18.1	-2.4	0.9
63	O=C(NCc1ccccc1)c1cc(-c2ccncc2)nc2ccccc12	17.9	-36.9	-0.9
64	Cc1ccccc1NC(=O)CN1CCc2ccccc2C1	11.5	10.4	0.0
65	S=c1[nH]nc(-c2n[nH]c3c2CCC3)n1/N=C/C=C/c1ccco1	3.5	-17.7	0.4
66	COCCOC(=O)C1=C(C)NC2=C(C(=O)CCC2)C1c1cc2c(cc1Br)OCO2 (stereo not drawn)	15.9	-20.0	-1.3
67	O=C(Nc1cccnc1)c1ccccc1O	1.4	-14.7	1.3
68	CN(C)S(=O)(=O)c1cccc(C(=O)NCC2CCCO2)c1 (stereo not drawn)	23.6	-3.1	-2.7
69	O=C1NC2(CCCCC2)C(=O)N1CC(=O)N1CCc2ccccc21	7.3	-23.6	-1.2
70	CC(=O)N1c2ccc(S(=O)(=O)N3CCC(C(=O)N4CCN(c5cccc(C(F)(F)F)c5)CC4)CC3)cc2CC1C (stereo not drawn)	28.5	24.9	-0.1
71	COc1ccc(CNC(=O)C(C)N=C2NS(=O)(=O)c3ccccc32)cc1OC (stereo not drawn)	-1.8	1.9	2.5
72	Cc1ccc(-c2csc3nc[nH]c(=S)c23)cc1	9.8	-10.9	0.5
73	COc1ccc(NC(=O)C(c2ccccc2)N2CCN(c3ccccn3)CC2)cc1Cl (stereo not drawn)	16.6	-14.0	-1.5
74	COC(=O)c1ccc(CSc2nc3ccccc3o2)cc1	16.5	-16.3	-0.6
75	Oc1c(Br)cc(Br)cc1CNn1cnnc1	-1.3	-11.4	0.0
76	C=C1CCN([C@@H](CC(C)C)C(=O)NCc2ccc(OC)cc2)S(=O)(=O)c2ccccc21	16.8	-29.8	0.4
77	O=C1CCCN1CCCn1cnc2c([nH]c3ccc(F)cc32)c1=O	12.2	-32.9	0.4
78	COCCOC(=O)c1c(C)nc(SCC(=O)Nc2cccc3ccccc23)c(C#N)c1-c1ccco1	12.7	-23.8	-0.8
79	Cc1ccc(-n2c(C)cc(C3=NNC(=NC4CC4)SC3)c2C)cc1C	8.8	-35.6	0.7
80	O=C(C[N+]1(CC#Cc2ccccc2)CCOCC1)c1ccc(Cl)cc1	41.4	2.7	-0.2
81	CCOC(=O)c1nn(-c2ccccc2)c(=O)cc1OCC(=O)Nc1cc(C)ccc1C	15.6	-10.3	-0.3
82	COc1cccc(C2c3c(-c4ccccc4)n[nH]c3C(=O)N2c2ccc(C(=O)O)cc2)c1 (stereo not drawn)	2.5	8.4	-0.7
83	CCc1cc2c(=O)n(-c3ccccc3)cnc2s1	30.1	-20.1	1.2
84	O=C(/C=C/c1ccc2c(c1)OCO2)NCc1ccc(F)cc1	17.6	-2.8	2.3
85	CS(=O)(=O)N(CC(=O)NC1CCCC1)Cc1ccc(F)cc1	8.9	-21.5	-1.6
86	Fc1ccc(COc2ccc(Br)cc2CNCc2ccncc2)cc1	16.1	-18.2	5.7
87	CCOC(=O)c1c(N2C(=O)C3C4C=CC(O4)C3C2=O)sc2c1CCCC2 (stereo not drawn)	9.5	1.3	0.2
88	CC(C)n1cnnc1SCC(=O)NC(=O)c1ccccc1	6.3	-8.2	-1.6
89	Cc1ccnc(NC(=O)c2ccc(COc3c(F)c(F)cc(F)c3F)o2)c1	19.8	-22.9	1.0
90	CN(C)c1cccc2c1c(NC(=O)c1ccc(Cl)cc1)nn2C	8.4	-15.0	-1.2
91	CCOc1cc(/C=C2/NC(=O)N(CC(=O)Nc3cccc(C)c3)C2=O)ccc1OCC(N)=O	9.1	-6.1	0.7
92	CN(C)N1C(N)=C(C#N)C(c2ccccc2Cl)C2=C1CCCC2=O (stereo not drawn)	-6.2	-7.7	-0.3
93	Cc1ccc2c(c1)N(CC(=O)N1CCCc3ccccc31)C(=O)CO2	5.4	-26.1	-1.2
94	Cc1cc(C)n2nc(SCC(=O)N3CCC(C(=O)O)CC3)nc2n1	2.0	-14.4	-0.4
95	CC(NCc1ccccc1O)C12CC3CC(CC(C3)C1)C2 (stereo not drawn)	-5.8	-25.3	-1.0
96	Cc1cccc(CN2CCCC(C(=O)c3ccc4c5c(cccc35)CC4)C2)n1 (stereo not drawn)	18.4	-23.4	-1.2
97	CCOC(=O)C1CCN(C(=O)Nc2ccc(Cl)cc2)CC1	28.0	-11.4	-1.5
98	CCNC(=O)C(=O)Nc1cc2c3c(c1)CCC(=O)N3CCC2	-1.1	-0.5	0.5
99	O=C1C2CCCN2C(=O)N1CCCCN1CCN(c2ccccc2)CC1 (stereo not drawn)	7.7	4.9	-0.1
100	O=C(Cc1ccccc1F)Nc1cc(S(=O)(=O)N2CCOCC2)ccc1N1CCCC1	11.5	-20.9	0.0
101	COc1ccc(CCN2C(=NC(C)=O)SC3CS(=O)(=O)CC32)cc1OC (stereo not drawn)	4.1	-11.2	-1.4
102	CC(=O)C1=C(O)C(=O)N(CCCO)C1c1ccccc1 (stereo not drawn)	4.5	5.4	18.4
